PNC assembly inh = blocks assembly of the perinucleolar compartment | 140,000 tested, 3.1% active | activity change (PNC), negative = inhibition, % at 10 µM | AID 2417 | PC3M PTB-GFP, PNC prevalence imaging, 16 h; hits give low values;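 active means readout at or below -70, meaning at least 70% loss of cells showing the perinucleolar compartment, a nuclear body marking cancer cells; inconclusive means readout between -30 and a set limit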;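 further: plate controls were DMSO wells for no effect and camptothecin positive control wells for full effect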
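PC3M cells stably expressing PTB-GFP, 750–1000 cells/well, treated 16 h at 37 °C with compound (23 nl of library stock), in duplicate. After paraformaldehyde fixation and Hoechst stain, imaged at 20x; PNC prevalence scored by image analysis.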
ALOX12 inhib = blocks human 12-lipoxygenase activity. Potency, µM (titrated, usually from 57.1 µM), for the others: top-dose activity change, negative = inhibition, usual class: inhibitors. P18054. purified 12-hLO, xylenol orange hydroperoxide absorbance. 150,000 tested, 0.12% active; further: potency means the concentration at half of the fitted maximal effect; nearly all actives have a fitted effect of over 55% in size; many of its hits are not listed in these tables
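Hydroperoxide output read as Fe(III)-xylenol orange absorbance, 573-to-405 nm ratio, after 30 min reaction with 40 uM arachidonic acid. Enzyme: 150 nM purified human 12hLO, 15 min compound preincubation; 25 mM Hepes pH 7.0, room temperature.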
ALOX15B inhib = 15-hLO-2 (ALOX15B) enzyme inhibition; Potency, µM (titrated, usually from 57.1 µM), for the others: at the highest dose activity change, negative = inhibition, actives largely listed as inhibitors; 110,000 tested, 0.56% active; purified 15hLO-2, xylenol orange hydroperoxide absorbance; further: potency means the concentration at half of the fitted maximal effect; nearly all actives have a fitted effect of over 60% in size; many of its hits are not listed in these tables
Target sequence (O15296 whole entry, looked up): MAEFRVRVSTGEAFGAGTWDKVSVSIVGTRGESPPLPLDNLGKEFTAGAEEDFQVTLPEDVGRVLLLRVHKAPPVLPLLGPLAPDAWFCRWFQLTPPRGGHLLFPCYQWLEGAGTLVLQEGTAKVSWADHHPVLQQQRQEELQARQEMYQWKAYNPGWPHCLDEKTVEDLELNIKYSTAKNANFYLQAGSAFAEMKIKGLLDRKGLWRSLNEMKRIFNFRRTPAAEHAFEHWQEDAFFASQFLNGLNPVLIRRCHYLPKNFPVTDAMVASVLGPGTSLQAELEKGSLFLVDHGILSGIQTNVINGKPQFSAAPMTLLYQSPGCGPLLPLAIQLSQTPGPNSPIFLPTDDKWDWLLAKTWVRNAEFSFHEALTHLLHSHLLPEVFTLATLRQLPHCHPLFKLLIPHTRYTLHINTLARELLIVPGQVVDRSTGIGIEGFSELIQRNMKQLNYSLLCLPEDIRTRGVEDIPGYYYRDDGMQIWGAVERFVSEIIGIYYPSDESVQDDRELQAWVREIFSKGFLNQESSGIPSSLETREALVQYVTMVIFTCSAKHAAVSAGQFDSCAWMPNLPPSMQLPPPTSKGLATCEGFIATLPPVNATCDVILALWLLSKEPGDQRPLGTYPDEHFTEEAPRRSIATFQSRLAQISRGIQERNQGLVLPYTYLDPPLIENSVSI
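Enzyme 50 nM, AA 45 uM, 25 mM Hepes pH 7.5 + 0.01% Triton X-100; cpd preinc 15 min RT, rxn 90 min RT; stop/detect with 200 uM XO + 300 uM Fe(II) in 50 mM H2SO4, 30 min; A573/A405.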
IMPase cell inh = cell-permeable inhibitors of inositol monophosphatase (IMPase) | CHO-M1 cells, IP1 accumulation, HTRF TR-FRET ratio | inhibition (IP1 accumulation), % at 46.1 µM | 120,000 tested, under 10 active; active means well fitted curve in the direction sought with a large enough effect in the signal ratio, not every such curve was filed as active; inconclusive means small, poorly fitted or top-dose-only effect, or a change in a side signal; inactive means no such curve, though single readings can be large or run the other way; the % refers to the signal ratio;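 further: cells stimulated with carbachol in lithium chloride buffer; plate controls were DMSO basal wells for no effect and reference inhibitor wells for full effect; higher means more IMPase inhibition seen as more IP1 and lower FRET ratio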
Target sequence (P97697 whole entry, looked up): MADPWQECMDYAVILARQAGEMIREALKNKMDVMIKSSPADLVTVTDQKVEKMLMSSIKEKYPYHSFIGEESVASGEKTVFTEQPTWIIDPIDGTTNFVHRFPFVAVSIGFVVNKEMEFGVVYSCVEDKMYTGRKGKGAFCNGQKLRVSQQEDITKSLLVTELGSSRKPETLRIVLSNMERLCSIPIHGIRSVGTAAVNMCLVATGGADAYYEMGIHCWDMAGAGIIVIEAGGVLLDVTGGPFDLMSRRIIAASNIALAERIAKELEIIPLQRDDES
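CHO-M1 cells (CHO stably expressing M1 receptor), compound up to 46 uM final, stimulated with carbachol (50 uM as added) in buffer with 50mM LiCl, pH 7.4, 30 min at 37C. Cytosolic IP1 read by TR-FRET; AC50 from Hill fits.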
* = called active by the depositor; ? = inconclusive; / = not tested or not shown; [ ] = another dose, or the depositor's remark. Unless noted, the call rests on the fitted dose curve; in most records, active means well fitted curve in the direction sought with a large enough effect; inconclusive means small, poorly fitted or top-dose-only effect, or another doubt; inactive means no such curve, though single readings can be large; an effect the other way counts as inactive or inconclusive. Unless noted, on the % scale 0 is the no-effect control and ±100 the full control effect. Some of the compounds tested, so the mix of outcomes need not match the whole.

1	COc1ccccc1-n1cnnc1SC1CCOC1=O (stereo unspecified)
2	c1ccc2c(CCNc3ncnc4nc[nH]c34)c[nH]c2c1
3	O=C(OCc1cc2ccccc2[nH]c1=O)c1ccncc1
4	COC(=O)C(Cc1cnc(Cl)s1)(C(=O)OC)c1ccccc1[N+](=O)[O-]
5	Cc1cc(C)n2nc(C(=O)Nc3nccs3)nc2n1
6	COc1cc(C)c(CNc2cccc(C)c2)cc1C
Assay by compound	1	2	3	4	5	6
PNC assembly inh	?	?	-100*	16	13	?
ALOX12 inhib	6%	1%	1%	-8%	-1%	-9%
ALOX15B inhib	22%	/	/	9%	6%	-8%
IMPase cell inh	-7	14	?	0	-2	-4

A few values from above:
Result of no. 5 under ALOX12 inhib: -1%
Result of no. 1 under IMPase cell inh: -7
Result of no. 4 under ALOX12 inhib: -8%
Result of no. 3 under ALOX12 inhib: 1%
Result of no. 6 under ALOX15B inhib: -8%

Pulled by structure from above, five records:
5	Cc1cc(C)n2nc(C(=O)Nc3nccs3)nc2n1
6	COc1cc(C)c(CNc2cccc(C)c2)cc1C
4	COC(=O)C(Cc1cnc(Cl)s1)(C(=O)OC)c1ccccc1[N+](=O)[O-]
1	COc1ccccc1-n1cnnc1SC1CCOC1=O (stereo unspecified)
2	c1ccc2c(CCNc3ncnc4nc[nH]c34)c[nH]c2c1
Assay by compound	5	6	4	1	2
PNC assembly inh	13	?	16	?	?
ALOX12 inhib	-1%	-9%	-8%	6%	1%
ALOX15B inhib	6%	-8%	9%	22%	/
IMPase cell inh	-2	-4	0	-7	14

Next part:
7	Cc1ccc(CNc2ccc(CNc3ncn[nH]3)cc2)cc1
8	Cc1nnc(NC(=O)c2cccc(F)c2)s1
9	N#Cc1ccccc1Cn1c(=O)n(C2CCCC2)c(=O)c2ccccc21
10	S=C1NC(c2ccccc2)=NCN1c1ccccc1
11	N#CC1=C2SCN(Cc3ccccc3)CN2C(=O)CC1c1ccc2c(c1)OCO2 (stereo unspecified)
12	N#Cc1c(NC(=O)c2ccncc2)sc2c1CCC2
Assay by compound	7	8	9	10	11	12
PNC assembly inh	0	8	24	-2	29	-15
ALOX12 inhib	5%	2%	1%	-3%	-25%	2%
ALOX15B inhib	33%[activator]	9%	1%	0%	?	-9%
IMPase cell inh	-10	3	5	5	-8	-2

13	COc1ccc(OC)c(S(=O)(=O)NC2CCCCC2)c1
14	CC(C)(C)NC(=S)NCCc1ccccc1
15	CCOC(=O)c1sc(NC(=O)Cn2nnc3sc4c(c3c2=O)CCC(C(C)(C)C)C4)nc1C (stereo unspecified)
16	CC(=O)c1c(C)[nH]c(C(=O)NC2=NCCS2)c1C
17	COc1ccc(-c2c(C(F)(F)F)oc3c(CN4CCN(C)CC4)c(O)ccc3c2=O)cc1
18	CC(C)Cc1nc2n[nH]c(N)c2c2c1CCC2
Assay by compound	13	14	15	16	17	18
PNC assembly inh	?	16	4	27	51	-14
ALOX12 inhib	-1%	-6%	-6%	6%	3%	1%
ALOX15B inhib	2%	/	/	4%	16%	23%
IMPase cell inh	9	-10	/	-4	12	-2

19	CCOc1ccc(N(C(C)C(=O)NCc2ccco2)S(C)(=O)=O)cc1 (stereo unspecified)
20	O=C(O)CN(c1ccc2c(c1)OCCO2)S(=O)(=O)c1ccccc1
21	Cn1c(SCC(=O)N2CCN(c3ccccc3)CC2)nnc1-c1ccco1
22	CN(CCCNS(=O)(=O)c1cccc2cccnc12)Cc1ccccc1
23	C/C(NCCCn1ccnc1)=C(\C#N)C(N)=O
24	Cc1cc(C)cc(CC2CC(=O)N(c3nc(C)cc(C)n3)C2=O)c1 (stereo unspecified)
Assay by compound	19	20	21	22	23	24
PNC assembly inh	34	?	9	-8	-22	-16
ALOX12 inhib	2%	5%	-2%	-2%	-5%	-6%
ALOX15B inhib	-8%	1%	7%	17%	0%	-12%
IMPase cell inh	-1	5	8	4	3	4

25	CC(C)COCC1CC2(CC(C)C(=O)CC2=O)C(=O)O1 (stereo unspecified)
26	Cc1ccc(N)c2c1OCCC2=O
27	CCN(CC)CC(O)COc1ccc2c(c1)c(C(C)=O)c(C)n2-c1ccccc1 (stereo unspecified)
28	CC(C)(C)OC(=O)NCC(=O)Oc1cc2oc(=O)cc(-c3ccccc3)c2cc1Cl
29	COc1ccc(NC2=C(C(C)=O)C(c3ccc4c(c3)OCO4)C(C(C)=O)C(C)(O)C2)cc1 (stereo unspecified)
30	COc1cc(NCCCCCCCN)c2ncccc2c1
Assay by compound	25	26	27	28	29	30
PNC assembly inh	-28	-118*	186	?	?	?
ALOX12 inhib	-6%	-1%	12%	-2%	-2%	24%
ALOX15B inhib	-1%	/	/	/	-11%	/
IMPase cell inh	9	/	7	/	-8	13

31	O=C(C1CCN(S(=O)(=O)c2ccc(F)cc2)CC1)N1CCOCC1
32	O=C(CNC(=O)c1ccc(-c2ccccc2)cc1)OCc1c(Cl)cccc1Cl
33	COc1ccc(OC)c(N(CC(=O)NC2CC2)S(=O)(=O)c2ccc(C)cc2)c1
34	O=C(OC(C(=O)NCC1CCCO1)c1ccc(F)cc1)c1ccco1 (stereo unspecified)
35	CN(C(=O)c1cc2n(n1)C(C(F)(F)F)CC(c1ccco1)N2)c1ccc(OC(F)(F)F)cc1 (stereo unspecified)
36	CC(C)N(Cc1nnc(-c2ccccc2Cl)o1)C(=O)c1cccc(C#N)c1
Assay by compound	31	32	33	34	35	36
PNC assembly inh	-8	73	-21	-18	?	20
ALOX12 inhib	3%	-4%	4%	0%	3%	-3%
ALOX15B inhib	-5%	/	-9%	2%	-3%	-4%
IMPase cell inh	-2	/	-7	-2	-3	8

Limited to PNC assembly inh, for some of the entries so far:
| No. | Structure | PNC assembly inh |
| --- | --- | --- |
| 35 | CN(C(=O)c1cc2n(n1)C(C(F)(F)F)CC(c1ccco1)N2)c1ccc(OC(F)(F)F)cc1 (stereo unspecified) | ? |
| 36 | CC(C)N(Cc1nnc(-c2ccccc2Cl)o1)C(=O)c1cccc(C#N)c1 | 20 |

(cont.)
37	CNC(=O)c1ccc(N(Cc2ccccc2)S(C)(=O)=O)cc1
38	CC1=NN(c2ccccc2)C(=O)C1N=Nc1ccc(N)cc1 (stereo unspecified)
39	COc1ccccc1CN(CC(=O)NCc1ccco1)C(=O)CNS(=O)(=O)c1ccccc1
40	CC12CCC(C(=O)Nc3ncc([N+](=O)[O-])s3)(OC1=O)C2(C)C (stereo unspecified)
41	COc1ccc2c(Cl)c(C(=O)NCCCn3ccnc3)sc2c1Cl
42	CCOC(=O)c1c(C)c(C(=O)NCCCOC(C)C)c(C)n1C
Assay by compound	37	38	39	40	41	42
PNC assembly inh	-9	27	?	30	?	-17
ALOX12 inhib	-2%	-5%	-5%	8%	-1%	-3%
ALOX15B inhib	4%	-22%	-14%	/	56%[activator]	2%
IMPase cell inh	?	9	10	1	-4	1

Rewritten with the structure last: two of the compounds above.
| # | PNC assembly inh | ALOX12 inhib | ALOX15B inhib | IMPase cell inh | molecule |
| --- | --- | --- | --- | --- | --- |
| 38 | 27 | -5% | -22% | 9 | CC1=NN(c2ccccc2)C(=O)C1N=Nc1ccc(N)cc1 (stereo unspecified) |
| 39 | ? | -5% | -14% | 10 | COc1ccccc1CN(CC(=O)NCc1ccco1)C(=O)CNS(=O)(=O)c1ccccc1 |

(continued)
43	COc1ccc(Nc2oc(COc3ccc(C)cc3)nc2C#N)cc1
44	CCCC(=O)NC(=S)NNC(=O)c1ccc([N+](=O)[O-])cc1
45	Cc1nc(SCC(=O)Nc2ccccc2)c2oc3ccccc3c2n1
46	O=C(NCCc1ccccc1)C1CCCN1C(=O)NCc1ccccc1 (stereo unspecified)
47	CCC(=O)N1CCN(c2ccc(Cl)cc2NC(=O)c2ccc(N3CCCC3)c([N+](=O)[O-])c2)CC1
48	COc1cc([N+](=O)[O-])ccc1NC(=O)Cc1ccc(F)cc1
Assay by compound	43	44	45	46	47	48
PNC assembly inh	-100*	?	?	6	20	?
ALOX12 inhib	-23%	2%	-2%	-2%	-2%	-1%
ALOX15B inhib	/	/	-12%	-3%	-10%	/
IMPase cell inh	7	/	-5	16	8	/

49	O=C(NCc1ccccc1)c1ccc(F)c(S(=O)(=O)N2CCOCC2)c1
50	CCOC(=O)c1c(C)nc2c(c1C)/C(=N/O)CC(C)(C)C2
51	COCCNc1ccnc(-c2cccc(NS(C)(=O)=O)c2)n1
52	COc1ccccc1N(C(=O)c1ccncc1)c1nc(-c2ccc([N+](=O)[O-])cc2)cs1
53	COc1ccc(Oc2nc(C)cc(C)c2C#N)cc1
54	O=C(O)c1ccc(NC(=S)NC2CCCCC2)cc1
Assay by compound	49	50	51	52	53	54
PNC assembly inh	4	?	/	-18	?	15
ALOX12 inhib	1%	8%	2%	1%	2%	-1%
ALOX15B inhib	-5%	2%	0%	/	-7%[11.4 µM]	/
IMPase cell inh	-1	14	/	/	-4[1.84 µM]	/

55	O=C1OC(c2ccccc2)/C(=C(/O)c2ccc(Cl)cc2)C1=O (stereo unspecified)
56	Cc1oc(-c2ccc(Cl)cc2)nc1CS(=O)CC(=O)NCCN1CCCC1 (stereo unspecified)
57	CCC(C)NC(=O)Cc1cn(C)c2ccccc12 (stereo unspecified)
58	CCNc1nc(NCC)nc(N/N=C/c2ccc([N+](=O)[O-])o2)n1
59	O=S(=O)(O)c1cc(S(=O)(=O)O)c2c(N=Nc3cccc4ccccc34)c(O)ccc2c1
60	COc1ccc(CC2(C)OC(c3ccc(Cl)cc3)=NN2C(C)=O)cc1 (stereo unspecified)
Assay by compound	55	56	57	58	59	60
PNC assembly inh	3	-22	?	-2	/	-27
ALOX12 inhib	2%	-12%	5%	-3%	-4%[11.4 µM]	-4%
ALOX15B inhib	4%	14%	-2%	-6%	2%[11.4 µM]	/
IMPase cell inh	-13	-1	-1	1	/	/

61	COc1cccc(-c2nc(Cc3ccc(OC)c(OC)c3)no2)c1
62	COc1ccc(C2=NO[C@@H]3C(=O)N(C4CCCCC4)C(=O)[C@H]23)cc1OC
63	CCOC(=O)c1ccc(COC(=O)c2ccc3c(c2)-c2ccccc2C3=O)cc1
64	CC(CN1CCNCC1)(NS(=O)(=O)c1ccccc1)c1ccccc1 (stereo unspecified)
65	CCN(CC)CC(=O)NN=C(c1ccccc1)c1ccccc1
66	O=C1C=C(N2CCN(c3ccccn3)CC2)C(=O)c2c(O)ccc(O)c21
Assay by compound	61	62	63	64	65	66
PNC assembly inh	-7	33	31	12	?	/
ALOX12 inhib	-6%	-11%	6%	-3%	-4%	-16%[11.4 µM]
ALOX15B inhib	9%	0%	9%	12%	0%	-5%[11.4 µM]
IMPase cell inh	14	-6	-5	8	11	/

67	COc1ccccc1CN1C(=O)c2cccc3cccc(c23)C1=O
68	CCC1(c2ccccc2)C(=O)NCNC1=O
69	O=C(CNS(=O)(=O)c1ccc(C(=O)N2CCOCC2)cc1)N1CCOCC1
70	Oc1ccc(Br)cc1/C=N/N1CCCCC1
71	CCNC(=S)N/N=C/c1ccc(OCC(=O)Nc2ccc(C)cc2)cc1
72	CC(C)(C)NC(=O)NC(=O)COC(=O)c1ccc(OC(F)F)cc1
Assay by compound	67	68	69	70	71	72
PNC assembly inh	10	-22	7	38	3	53
ALOX12 inhib	-1%	-3%	3%	-5%	-4%	0%
ALOX15B inhib	/	-10%	9%	/	-12%	/
IMPase cell inh	-6	-3	4	/	?	/
